Compound activity from PubChem BioAssay.
Pf Dd2 inh: inhibitors of Plasmodium falciparum Dd2 growth; P. falciparum Dd2 growth, SYBR Green, 72 h; Potency, µM (doses to about 28.9 µM), for inactives: top-dose activity, negative = inhibition, hits mostly inhibitors; 4.3% of 120,000 active; AID 1347417; active means well fitted inhibition curve with a large enough effect; inconclusive means small, poorly fitted or top-dose-only effect; inactive means no such curve, though single readings can be large or run the other way;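 further: plate controls were DMSO vehicle for no effect and reference drug for full effect; nearly all actives have a fitted effect of over 65% in size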
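Infected erythrocytes (Dd2, 0.3% parasitemia, 2.5% hematocrit final) are added to compound in RPMI-1640/Albumax II medium, grown 72 h at 37C in low oxygen, then lysed with saponin/Triton-X containing SYBR Green and read by fluorescence.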
Numbers without * were called inactive; i = inactive; ? = inconclusive; [ ] = another dose, or the depositor's remark. Potency means the concentration at half of the fitted maximal effect. Only part of the results is shown, so the mix of outcomes need not match the whole.

smiles	Pf Dd2 inh
CCOc1cccc2sc(N3CCN(C(=O)C(C)(C)C)CC3)nc12	i
CCC1CCc2nc3sc(C(=O)Nc4cccc(F)c4)c(N)c3cc2C1 (stereo not drawn)	-11.0%
c1cc(-c2n[nH]c(CC3CCNC3)n2)ccn1 (stereo not drawn)	?
Cc1cccc(C(=O)N2CCC(n3cnnc3-c3ccccc3)CC2)c1	?
CCOC(=O)Cc1ccc(NC(=O)N(Cc2ccc(OC)cc2)C2CCN(C(C)=O)CC2)cc1	6.5%
CCc1noc([C@@H]2CC(F)(F)CN2C(=O)c2ccc(C#N)cc2)n1	27.7%
Cc1c(C(=O)N2CCn3nc(CO)cc3C2)cnc2cc(=O)[nH]n12	-9.1%
O=C(CN1CCOCC1)NC1CCc2nnc(C3CC3)n2CC1 (stereo not drawn)	17.6%
COc1ccc(NS(=O)(=O)c2cc3[nH]c(=O)c(=O)[nH]c3cc2C)cc1OC	5.2%
CC(Cc1cnccn1)NC(=O)CC1c2ccccc2CCc2ccccc21 (stereo not drawn)	-9.8%
O=C(c1ccc2[nH]ccc2c1)N1CCCC(Cc2noc(-c3ccccn3)n2)C1 (stereo not drawn)	i
CC(c1cccs1)N(C)C(=O)C1CC1 (stereo not drawn)	3.8%[44.1 µM]
CCCn1cnc2c1CN(S(=O)(=O)c1ccccc1)[C@H](C(=O)OC)C2	?
O=C1NC2(CCN(C(=O)c3ccccn3)CC2)Oc2ccccc21	-3.7%[44.1 µM]
CCc1ocnc1C(=O)N[C@@H]1CCOC[C@H]1OCC1CCC1	-2.9%
COc1ccc2c(Sc3ccccc3)c(C(=O)NCc3cccc(OC)c3OC)[nH]c2c1	-28.4%
COc1cccc(NC(=O)CSc2c(C)cnc3c2c(=O)n(C)c(=O)n3C)c1	-15.6%
C=CCN(C)C(=O)[C@@H](C)C1CC[C@@]2(C)Cc3sc(Nc4c(Cl)cccc4Cl)nc3[C@@H](C)[C@@H]2[C@H]1O (stereo partly drawn)	-6.8%
CCC(CC)C(=O)Nc1ccc(C(=O)OCc2cc(=O)n3nc(C4CC4)sc3n2)cc1	-3.4%
O=C(CN(c1cccc(C(F)(F)F)c1)S(=O)(=O)c1ccccc1)Nc1cccc(Cl)c1	?
O=C(Nc1cccc(-c2nnc3n2CCCC3)c1)NC1CCCC1	?
CCO[C@H]1C[C@@H](O)C12CCN(C(=O)c1cc(S(N)(=O)=O)ccc1F)CC2	11.5%
O=C(Cn1ncc2ccsc2c1=O)N1CCN(c2ccc(Cl)cc2)CC1	12.4%
COc1ccc(CNC(=O)CSc2c3c(nc4ccc(Cl)cc24)CCCC3)cc1	?
CCc1cnc(C)nc1-c1cc(NCc2ccccn2)nc2[nH]ccc12	?
Cc1nc(NC(=O)C2CC(=O)N(c3n[nH]c4cc(Br)ccc34)C2)sc1C (stereo not drawn)	-24.4%
Cc1[nH]cnc1C(=O)N1CCC2(CC1)NC(=O)CC2C(=O)O (stereo not drawn)	6.4%
Cc1noc(C)c1CC(=O)N1C[C@@H](CO)[C@H](c2ccccn2)C1	15.3%
c1cncc(OCc2nc(C3CCNCC3)no2)c1	12.5%
COc1cccc(CNC(=O)Cn2nc(-c3ccc(Cl)cc3)ccc2=O)c1	16.8%
O=c1oc2ccc(Cl)cc2cc1-c1cn2c(n1)sc1ccccc12	94.2%[activator]
Cc1ccccc1C(=O)NCc1ccc2c(c1)CCN2C(=O)c1ccccc1	?
CCc1nc2c(c(-c3ccc(Cl)cc3)n1)CCN(C(=O)c1ccccc1F)CC2	?
CC1CN(C(=O)N2CCC(C(=O)NCc3cccs3)CC2)c2cc(Cl)ccc2O1 (stereo not drawn)	-18.4%
CCCCc1ccc(NC(=O)Cn2cnc3c(oc4ccccc43)c2=O)cc1	?
COc1cccc(CNC(=O)C2CCCN(S(=O)(=O)c3ccc4c(ccn4C)c3)C2)c1 (stereo not drawn)	i
CN1CCCCCCN(C(=O)c2cccs2)[C@H]2CCC[C@H]2C1=O	?
Cc1ccc(C2NC(=O)N(CC(=O)Nc3cccc(C#N)c3)C3=C2C(=O)OC3)cc1 (stereo not drawn)	i
O=C(c1cccc(=O)[nH]1)N1CCCC(c2n[nH]c(=O)n2-c2ccccc2)C1 (stereo not drawn)	14.9%
CCCn1c(=O)c2sccc2n2c(CCCC(=O)Nc3ccc(Oc4ccccc4)cc3)nnc12	?

In the list so far, 9 have an NH in an aromatic ring:
smiles	Pf Dd2 inh
c1cc(-c2n[nH]c(CC3CCNC3)n2)ccn1 (stereo not drawn)	?
Cc1c(C(=O)N2CCn3nc(CO)cc3C2)cnc2cc(=O)[nH]n12	-9.1%
COc1ccc(NS(=O)(=O)c2cc3[nH]c(=O)c(=O)[nH]c3cc2C)cc1OC	5.2%
O=C(c1ccc2[nH]ccc2c1)N1CCCC(Cc2noc(-c3ccccn3)n2)C1 (stereo not drawn)	i
COc1ccc2c(Sc3ccccc3)c(C(=O)NCc3cccc(OC)c3OC)[nH]c2c1	-28.4%
CCc1cnc(C)nc1-c1cc(NCc2ccccn2)nc2[nH]ccc12	?
Cc1nc(NC(=O)C2CC(=O)N(c3n[nH]c4cc(Br)ccc34)C2)sc1C (stereo not drawn)	-24.4%
Cc1[nH]cnc1C(=O)N1CCC2(CC1)NC(=O)CC2C(=O)O (stereo not drawn)	6.4%
O=C(c1cccc(=O)[nH]1)N1CCCC(c2n[nH]c(=O)n2-c2ccccc2)C1 (stereo not drawn)	14.9%

(list continues)
smiles	Pf Dd2 inh
Cc1ccc(CNC(=O)N2CCCC(Cc3noc(-c4ccccc4)n3)C2)cc1 (stereo not drawn)	-24.2%
O=C(CCC1CCN(C(=O)CSc2ncccn2)CC1)NCC1CCCO1 (stereo not drawn)	-1.6%
COc1ccc(C2Cn3nnc(-c4nc(C(C)C)no4)c3CO2)cc1 (stereo not drawn)	i
CC(=O)Nc1cccc(-c2ncc3c(n2)OCCN(Cc2ccc(F)cc2F)C3=O)c1	12.6µM*
O=C1[C@@H]2C[C@@H](O)CN2C2(CN(Cc3ccccc3)C2)C(=O)N1Cc1cccc(Cl)c1	-35.1%[44.1 µM]
Cn1c(CNC(=O)C2Cn3cccc3C(=O)N2Cc2ccccc2)nc2ccccc21 (stereo not drawn)	-23.6%
COc1ccc(NC(=O)NC(C)c2c(-n3cccc3)sc3c2CCN(C)C3)c(OC)c1 (stereo not drawn)	i
Cc1cccc(NC(=O)Cn2c(=O)oc3cc(S(=O)(=O)N4CCCCCC4)ccc32)c1	8.1%
CCN(C(=O)Cn1ccn2nc3c(c2c1=O)CCCC3)c1ccccc1	-11.1%
O=C(c1cccc(F)c1)N1CC(Oc2cccc(-c3nc(-c4ccccc4)no3)c2)C1	-1.2%[5.79 µM]
Cc1ccc(Cn2ccc(NC(=O)c3cc(-c4ccc(Cl)c(Cl)c4)on3)n2)cc1	67.0%[activator]
O=C(N[C@H]1CCN2C(=O)N(c3ccccc3)C(=O)[C@@H]2C1)c1cccnc1	i
C[C@@H](NCc1cccc(Cl)c1)c1onc(-c2ccc(F)cc2)c1C(=O)O	-4.9%[44.1 µM]
O=C(Nc1cccc(F)c1)N1CCC(CCNC(=O)C2(c3ccccc3)CC2)CC1	?
CC(C)N1Cc2cc(C(=O)O)sc2C1	-17.2%
Cc1ccc2cccc(NC(=O)c3ccc(-c4cccc([N+](=O)[O-])c4)o3)c2n1	64.5%[activator]
O=C([C@@H]1C[C@H](Oc2cccnc2)CN1C(=O)CCc1c[nH]c2ccccc12)N1CCOCC1	3.98µM*
COc1ccc(N2CCN(S(=O)(=O)c3ccc4c(c3)CCCN4C(C)=O)CC2)cc1	-8.0%
CCOc1ccc(NC(=O)C2CN(S(C)(=O)=O)CC23CCCCC3)cc1 (stereo not drawn)	i
O=S(=O)(c1ccc(-c2cc(C(F)(F)F)on2)s1)N1CCN(c2ccccc2F)CC1	39.9%[activator]
CN(CCc1ccccn1)C(=O)C1CCN(C(=O)N2CC3CC(C2)[C@H]2CCCC(=O)N2C3)CC1 (stereo partly drawn)	-20.7%
CCOC(=O)c1ccccc1NC(=O)N(Cc1ccc(CC)cc1)Cc1cn[nH]c1-c1ccc(OC)cc1	?
CCCCN(C)CCNC(=O)c1cc2c(=O)n(C)c3ccccc3c2n1C	?
CCn1c(CO)nnc1C1CC(NC(=O)c2cnn3cc(C)cnc23)C1 (stereo not drawn)	?
COc1ccc(C(=O)N2CCCCCCNC(=O)CC2)c(OC)c1	8.0%
O=C(COC(=O)c1cc(-c2ccccc2)nc2c(Cl)cccc12)c1ccc(F)cc1	i
Cc1nnc2n1CCC(NC(=O)c1cnccn1)CC2 (stereo not drawn)	17.8%
COc1ccc(NC(=O)Cn2c(=O)n(-c3cccc(C)c3)c(=O)c3c2c2cc(C)ccc2n3C)cc1OC	15.8%
Cc1cccc(CN2C(=O)c3ccccc3S(=O)(=O)c3ccc(C(=O)NC4CCCCC4)cc32)c1	-3.6%
Cn1ccnc1CN1C(=O)CO[C@H]2CN(C3CCCCC3)C[C@H]21	?
CC(=O)c1ccc(NC(=O)c2cc3sccc3n2Cc2ccc(Cl)cc2)cc1	?
Cc1ccc(-c2ccc3nnc(CNC(=O)c4cccc5[nH]ccc45)n3n2)cc1	-11.6%
Cc1cc2oc(C(=O)Nc3c(C(=O)Nc4ccccc4)oc4ccccc34)cc(=O)c2cc1C	i
O=C(C1CCCCC1)N(Cc1cccnc1)c1nc2ccc(F)cc2s1	?
O=C(CCc1c[nH]c2ccccc12)N1CCC[C@H](n2c(=O)n(CC3CC3)c3cccnc32)C1	?
CCc1ccc(Nc2sc(C(=O)c3ccccc3)c(N)c2S(C)(=O)=O)cc1	?
COc1ccccc1-n1cc(-c2nc(C3CCOC3)no2)cn1 (stereo not drawn)	-13.6%
CCOC(=O)c1cc(NC(=O)c2ccc(OC)cc2)c(=O)n2c1oc1ccc(Cl)cc12	24.3%
O=C1CC2(CCN(Cc3ccccc3)CC2)Oc2ccccc2N1	-19.4%
Cc1ccc(-c2ccc3nnc(CNC(=O)Cc4ccccc4Cl)n3n2)cc1	30.0%[activator]
CN(C)C(=O)c1ccc(-c2ncc3c(n2)OCCN(Cc2ccc(F)cc2F)C3=O)cc1	i
CC1(C)[C@H]2CC[C@@H](CNC(=O)c3cncc(Br)c3)[C@@H]1C2	-20.7%
CCN(Cc1ccccc1)C(=O)CCC[C@@H]1[C@H]2CCCN3CCC[C@@H](CN1C(=O)c1ccccc1)[C@@H]23	2µM*
O=C(NCc1cccc(F)c1)c1cnc2n1CCN(CCc1ccccc1)CC2	28.2%[44.1 µM]
Cc1cc(C(=O)N2Cc3nnc(C)n3C(C)C2)c(-c2ccccc2)o1 (stereo not drawn)	-1.7%
COc1ccc(N2CCN(C(=O)CCc3c(C)nc4c(-c5ccccc5)c(C)nn4c3C)CC2)cc1	-18.7%
COc1ccccc1OCCNC(=O)C1CCCN(Cc2ccncc2)CCC(=O)NCC1 (stereo not drawn)	2.3%
COC(=O)[C@H](NC(=O)[C@@H]1C[C@H](NC(=O)Nc2ccc(OC)cc2)CN1C(=O)c1cccn1C)C(C)C	-9.3%
CCOc1ccccc1C1CC(=O)NC(C)=C1C(=O)OC1CCCCCC1 (stereo not drawn)	8.7%
Cc1nc2c(c(-c3ccc(O)cc3)n1)CN(C(=O)c1ccc(Cl)nc1)CCC2	26.1%
CC1CCc2c(sc(NC(=O)COc3ccccc3C(C)(C)C)c2C#N)C1 (stereo not drawn)	4.0%
COC(=O)c1cn([C@H]2CO[C@H]3[C@@H]2OC[C@@H]3NCc2ccccc2)nn1	11.6%[44.1 µM]
Cc1noc(C)c1CCCNC(=O)CCC[C@@H]1[C@H]2CCCN3CCC[C@@H](CN1C)[C@@H]23	-9.1%
COC(=O)c1ccc2nc(CO[C@H]3CN(Cc4ccccc4)C[C@H]3F)[nH]c2c1	?
CCc1nn(-c2ccccc2)c(Oc2cccc(C)c2)c1CCC(=O)N1CCOCC1	?
COc1cccc(-c2cc(C(=O)N3CCC4(CC3)[C@H](O)C[C@@H]4OC)[nH]n2)c1	1.1%
Cc1cc(C)n(-c2ccc(NC(=O)C3CCN(Cc4nnc(C)o4)CC3)cc2)n1	?
Cc1cc(N2CCNC(c3ccccc3)C2)n2nc(C)c(C)c2n1 (stereo not drawn)	i
CN1CC(=O)N(C2CCCNCC2)Cc2c1ncnc2N1CCC(N2CCCC2)CC1 (stereo not drawn)	18.7%
Cc1c(-c2ccccc2)c(=O)oc2ccc(OC(=O)N3CCOCC3)cc12	i

(more compounds)
smiles	Pf Dd2 inh
COc1cc(CN2CCC(C)(NC(C)=O)CC2)cc(-c2ccc3[nH]ncc3c2)c1	?
CNC(=O)[C@@H](C1CCCCC1)N1CCC[C@H]1C(=O)N1CCC1	28.1%[44.1 µM]
CC1=C[C@@H](CN2CCC(C(N)=O)CC2)[C@H](C(C)C)C[C@H]1Cc1nnc(C(C)(C)C)o1	i
O=C(Cn1ccn2nc(-c3ccc(F)cc3)c(CO)c2c1=O)Nc1ccccc1Cl	i
O=C(NCc1cccnc1)c1nc(-c2ccc(Cl)cc2Cl)c2cnccn12	11.2µM*
COc1ccc(Br)cc1CNC(=O)CCc1cn(Cc2ccc(C)cc2)c2ccccc12	?
CN1CCN(C(=O)c2csc(N3CCN(c4ccc(Cl)cc4)CC3)n2)CC1	?
O=C(CC[C@H]1NC(=O)c2ccccc2NC1=O)Nc1ncn[nH]1	-26.4%
